# Screens: PubChem, The Scripps Research Institute Molecular Screening Center
# FBW7 act = activators of human E3 ligase FBW7. AlphaScreen FBW7–phospho-cyclin E peptide binding, activator screen. Q969H0. hit rate 0.13% among 650,000. normalized activity (activation), % at 26.1 µM; in the data active means normalized activity above about 1.9%;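 further: purified mutant Fbw7 with reduced substrate affinity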
# Target sequence (Q969H0 whole entry, looked up): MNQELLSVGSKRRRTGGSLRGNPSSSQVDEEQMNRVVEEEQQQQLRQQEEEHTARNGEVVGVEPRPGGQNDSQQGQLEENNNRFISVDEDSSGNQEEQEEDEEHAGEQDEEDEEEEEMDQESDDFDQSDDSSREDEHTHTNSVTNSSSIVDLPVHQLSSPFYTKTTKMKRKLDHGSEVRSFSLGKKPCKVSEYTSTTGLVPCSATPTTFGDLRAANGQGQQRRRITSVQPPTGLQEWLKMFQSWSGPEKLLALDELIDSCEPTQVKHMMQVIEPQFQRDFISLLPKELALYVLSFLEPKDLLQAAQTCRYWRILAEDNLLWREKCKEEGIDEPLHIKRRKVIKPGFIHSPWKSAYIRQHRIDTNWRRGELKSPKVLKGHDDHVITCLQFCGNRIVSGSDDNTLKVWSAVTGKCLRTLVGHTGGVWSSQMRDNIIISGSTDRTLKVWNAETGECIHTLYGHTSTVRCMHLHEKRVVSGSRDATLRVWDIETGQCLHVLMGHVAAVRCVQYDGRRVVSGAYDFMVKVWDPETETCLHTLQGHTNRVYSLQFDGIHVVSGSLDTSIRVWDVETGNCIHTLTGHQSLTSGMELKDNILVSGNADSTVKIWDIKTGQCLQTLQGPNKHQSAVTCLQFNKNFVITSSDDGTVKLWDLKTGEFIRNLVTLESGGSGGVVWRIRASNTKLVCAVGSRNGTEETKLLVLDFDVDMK
# TEAD-YAP inh = TEAD-YAP interaction inhibition; inhibition, % at 9.12 µM; HEK-TIYL cells, TEAD-Gal4/YAP UAS-luciferase luminescence; hit rate 1.4% among 640,000; in the data active means inhibition above about 32%;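 further: 0% = median of test compound wells and 100% = reference inhibitor wells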
# GPR151 activ = human GPR151 activation; activation, % at 11.2 µM; hit rate 1% among 650,000; PathHunter beta-arrestin GPR151 cells, luminescence; AID 1508602; in the data active means activation above about 4.9%;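 further: 0% = median of compound wells and 100% = cells with positive control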
# Target sequence (Q8TDV0 whole entry, looked up): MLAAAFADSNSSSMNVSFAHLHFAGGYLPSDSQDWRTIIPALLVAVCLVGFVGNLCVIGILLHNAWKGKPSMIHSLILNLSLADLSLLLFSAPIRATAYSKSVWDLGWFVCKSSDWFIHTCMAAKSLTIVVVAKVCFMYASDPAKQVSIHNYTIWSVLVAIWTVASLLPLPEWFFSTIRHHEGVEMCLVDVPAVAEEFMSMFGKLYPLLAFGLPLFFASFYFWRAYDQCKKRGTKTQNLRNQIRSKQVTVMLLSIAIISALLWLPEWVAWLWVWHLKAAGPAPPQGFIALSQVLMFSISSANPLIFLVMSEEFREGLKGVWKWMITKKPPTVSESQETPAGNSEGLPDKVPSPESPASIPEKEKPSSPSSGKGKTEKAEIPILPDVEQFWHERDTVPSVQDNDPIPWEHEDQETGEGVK
# MITF inh = blocks human microphthalmia-associated transcription factor; AlphaScreen MITF homodimerization, bead proximity signal; AID 1259374; O75030; hit rate 0.91% among 650,000; inhibition, % at 2.6 µM; in the data active means inhibition above about 50%;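 further: 0% = vehicle wells with protein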
# The depositor's hits bear a star. Outcome played no part in choosing rows. Share with any hit: about 3.4%.
# Values run as follows: FBW7 act, TEAD-YAP inh, GPR151 activ, MITF inh
- Cc1sc2ncnc(NC(CC(C)C)C(=O)O)c2c1C (configuration not stated)
  0.1, -2, -0.5, 2
- COCCCNC(=O)CS(=O)(=O)Cc1nc(-c2ccc(OC)cc2)oc1C
  0.0, 0, 0.6, 12
- COc1ccc(Cl)cc1N/C=C/C(=O)c1cccs1
  0.5, -40, -2.3, 12
- CC1=C(C(=O)Nc2ccc(C)cc2C)C(c2ccc(Br)cc2)NC(=S)N1 (configuration not stated)
  0.2, 0, -0.1, 9
- COc1ccc(N2C3=[N+](CC2(C)O)c2ccccc2CC3)cc1 (configuration not stated)
  0.0, 2, -1.8, -6
- Cc1nn(-c2ccccc2)c2sc(C(=O)Nc3ccc(Cl)cc3)cc12
  -0.1, -2, 0.0, 0
- COc1ccc(Nc2nc(N3CCCC3)nc(N3CCCC3)n2)cc1OC
  -0.1, -7, 0.9, -8
- CCOC(=O)C(=O)N1CCN(c2ccccc2OC)CC1
  0.0, -6, 0.2, -4
- COc1ccc(CCN(C(=O)CCC(=O)O)C2CC(=O)N(c3ccccc3)C2=O)cc1 (configuration not stated)
  -0.2, 11, 0.3, -6
- CCN(CC)CC(O)COc1ccc(-c2ccccc2)cc1 (configuration not stated)
  -0.1, -6, 2.1, -7
- COc1ccc(NC(=O)CN2CCN(S(=O)(=O)c3cc(Cl)ccc3OC)CC2)c(OC)c1
  -0.1, 7, 2.8, 7
- CC(=O)N(c1ccc(Cl)cc1)C1SC(=O)N(c2ccccc2)C1=O (configuration not stated)
  -0.1, -5, 0.7, 6
- O=C(Nc1ccccc1Cl)c1ccc(F)c(S(=O)(=O)N2CCc3ccccc3C2)c1
  -0.1, -6, 0.4, 3
- CCOC(=O)C1=C(C)N=c2s/c(=C\c3cccc(OC)c3OC)c(=O)n2C1c1ccccc1 (configuration not stated)
  0.2, 1, -0.6, 13
- COc1ccc(CNC(=O)C(C)N2C(=O)CC(C)(C)Sc3ccccc32)cc1 (configuration not stated)
  -0.1, 6, -0.3, 3
- Cc1cccc(Oc2coc3cc(OCc4ccc(Cl)cc4)ccc3c2=O)c1
  0.0, -9, 1.2, -4
- COc1ccc(/C=C(\NC(=O)c2ccco2)C(=O)NC(CC(C)C)C(=O)O)cc1 (configuration not stated)
  0.1, 3, 0.0, -1
- CCC(C)NC(=O)c1ccc2nc(NC(=O)c3cc([N+](=O)[O-])cc([N+](=O)[O-])c3)sc2c1 (configuration not stated)
  0.1, 9, 0.9, 1
- Cc1cc(-c2ccccc2)c2c(N)c(C#N)sc2n1
  0.2, 1, 0.3, 4
- CCCCc1ccc(Nc2ncnc3c2cnn3-c2cccc(C)c2)cc1
  0.1, 3, 0.3, -3
- Clc1ccc(-c2cnnc(NCC(c3cccnc3)N3CCOCC3)n2)cc1 (configuration not stated)
  -0.2, -8, -1.8, -7
- CCOC(=O)C1CCC(CN(Cc2ccccc2Cl)S(=O)(=O)c2ccc([N+](=O)[O-])cc2)CC1 (configuration not stated)
  -0.2, -3, 3.4, 10
- CCCOC(=O)CNc1n[nH]c(=O)[nH]c1=O
  -0.1, 3, 0.9, 4
- CN(C)c1ccc(CNc2ncc(Br)cc2Br)cc1
  -0.2, -17, -0.3, -3
- CN1CCN(Cn2nc(-c3ccc4c(c3)OCO4)oc2=S)CC1
  0.2, -12, 0.5, 5
- Nc1nc(Nc2ccccc2)cc(-c2ccc3[nH]ccc3c2)n1
  0.0, -34, -0.3, -1
- Cc1cc(C(=O)OCC(=O)Nc2sc3c(c2C#N)CCCC3)c2ccccc2n1
  -0.1, -10, -0.1, 3
- N#Cc1ccc(OCC(=O)OCC(=O)c2ccccc2)cc1
  0.2, -2, -2.1, 10
- C/C(=N\NC(=S)NCc1ccccc1)c1ccc(S(=O)(=O)NCc2ccco2)cc1
  -0.2, -1, -1.1, 7
- Cc1ccc(-n2nnc3c(SCC(=O)N4CCCCCC4)ncnc32)cc1
  -0.1, 0, 2.0, 1
- Cc1[nH]nc2c1C(c1ccoc1)C(C#N)=C(N)N2 (configuration not stated)
  -0.3, 4, 1.5, 3
- Cc1nc2sc3c(c2c(=O)[nH]1)CCCCC3
  0.5, -16, -0.1, 4
- O=C(c1ccc(OC2CSC2)cc1)N1CCC[C@H]1[C@H](O)c1nc2ccccc2s1
  -0.1, 10, -0.3, -1
- COc1ccc(C)cc1S(=O)(=O)N1c2ccccc2CC1C (configuration not stated)
  0.7, 13, 0.2, 14
- COc1cccc(C(=O)N2CCN=C2SCc2cccnc2)c1
  -0.1, -5, 0.1, -5
- O=C(CCc1nnc(CCc2ccccc2)o1)N1CCC(c2cccc(Cl)c2)C1 (configuration not stated)
  -0.1, -57, 0.8, 10
- CC(C)=NOC(=O)Nc1ccc(I)cc1
  0.0, 2, 0.3, 1
- CCOc1ccc2nc(Sc3nc(Nc4ccccc4C)nc(Nc4ccccc4C)n3)sc2c1
  -0.1, -13, -0.4, -6
- CCn1c(=O)n(CC(=O)NCc2ccc(F)cc2)c2cccnc21
  -0.1, -3, 1.9, 0
- COC(=O)c1ccc(Oc2nnnn2-c2ccccc2)c(C(=O)OC)c1
  0.6, 0, -2.2, -1
- N/C(=N\c1nc2ccccc2o1)NC(=O)c1ccco1
  -0.1, -38, -3.7, 2
- C=CCn1c(=O)c2c(nc3n(-c4ccc(CC)cc4)c(C)cn23)n(C)c1=O
  0.1, 2, 2.7, 5
- O=C(Nc1ccc(Cl)cn1)C(c1ccccc1)c1ccccc1
  0.1, 5, -1.2, 11
- Cc1cccc(NC(=O)c2cccc3nc4ccccc4nc23)c1
  0.0, 2, 1.4, 18
- CSc1sc(C)cc1C1C(C(=O)Nc2cccc(C)n2)=C(C)NC2=C1C(=O)CCC2 (configuration not stated)
  0.0, 12, 0.4, -23
- CCOC(=O)CC(=O)CSc1nnc2c(n1)[nH]c1ccc(CC)cc12
  -0.1, -75, -0.9, -8
- CCOc1ccc(N2CC(CNC(=O)Nc3ccccc3OC)CC2=O)cc1 (configuration not stated)
  -0.1, 4, 0.7, -22
- CC(=O)c1c(C)oc2ccc(N(C(C)=O)S(=O)(=O)c3c(C)cc(C)cc3C)cc12
  0.2, 32, -0.1, 16
- Cc1ccc(OCC(=O)N/N=C/c2ccccc2Cl)c([N+](=O)[O-])c1
  0.0, 3, 0.5, -1
- CCOC(=O)c1[nH]ncc1CN1CCN(C2CCCCC2)C(CCO)C1 (configuration not stated)
  -0.1, 10, -0.8, 5
- Cc1cc(C)c(N2CC(c3nc4ccccc4[nH]3)CC2=O)c(C)c1 (configuration not stated)
  -0.1, 5, -0.2, 5
- CC/C(Cc1ccccc1)=N\NC(=O)c1ccc(F)cc1
  0.1, -35, 2.0, 15
- COc1ccc(C(CC(=O)O)CC(=O)O)cc1OC
  -0.1, 7, 0.0, -12
- COC(=O)c1ccc2ccn(CC(=O)NC3CCCCC3)c2c1
  0.1, 3, 0.2, -7
- ONC(=Nc1ccccc1Cl)c1ccccc1
  -0.1, 2, 0.0, 3
- Cc1cccc(-c2cc(C(=O)Nc3cccc(Cl)c3C)c3ccccc3n2)c1
  0.0, 9, -0.7, 3
- COc1ccc(/C=C2\N=C(c3cccc(Cl)c3)OC2=O)cc1OC
  -0.1, 4, -1.9, 8
- CC(=O)Oc1ccccc1CC1(C)C(=O)Nc2c(C(F)(F)F)cccc21 (configuration not stated)
  -0.1, 8, -0.2, 16
- C=CCN1C(=O)S/C(=C/c2ccc(OCC(=O)OC)c(Br)c2)C1=O
  0.0, 13, -1.1, 30
- C=CCOc1ccccc1CN1CCN(Cc2ccccc2F)C(CCO)C1 (configuration not stated)
  -0.1, -15, -1.0, -6

# Complete entries, looked up by structure.
# ONC(=Nc1ccccc1Cl)c1ccccc1 is listed as FBW7 act: -0.1; TEAD-YAP inh: 2; GPR151 activ: 0.0; MITF inh: 3
# CC(=O)c1c(C)oc2ccc(N(C(C)=O)S(=O)(=O)c3c(C)cc(C)cc3C)cc12 is listed as FBW7 act: 0.2; TEAD-YAP inh: 32; GPR151 activ: -0.1; MITF inh: 16
# Cc1ccc(OCC(=O)N/N=C/c2ccccc2Cl)c([N+](=O)[O-])c1 is listed as FBW7 act: 0.0; TEAD-YAP inh: 3; GPR151 activ: 0.5; MITF inh: -1

# Next results follow.
# Values run as follows: FBW7 act, TEAD-YAP inh, GPR151 activ, MITF inh
- Cc1nccn1-c1ccc(C(F)(F)F)cc1[N+](=O)[O-]
  0.1, -10, -0.3, 1
- CN(C)c1cccc(C(=O)NC2CCCC2)c1
  -0.2, -26, 1.9, 5
- Cc1ccc(CNC(=O)Cn2c(=O)n(CCC(C)C)c(=O)c3cccnc32)cc1
  0.0, 0, 0.0, 2
- O=C(NN=C1CCCC1)c1n[nH]c2c1CCC2
  0.2, 64*, 0.6, 5
- CCOC(=O)Oc1ccc2c(=O)c(-c3ccccc3)coc2c1
  0.0, -8, -4.4, 12
- CCCc1nnc2c3c4c(sc3ncn12)CCCC4
  -0.1, -7, 2.8, -14
- CCC(=O)N1CCCc2cc(S(=O)(=O)N3CCN(C4CCCCC4)CC3)ccc21
  -0.3, 10, -0.2, -17
- CCOC(=O)c1c(NC(=O)CSc2nnc(CNC(=O)c3ccc([N+](=O)[O-])cc3)n2CCc2ccccc2)sc2c1CCC2
  0.0, -5, 0.2, -11
- CN(C)c1ccc(-c2nccc(Nc3ccc(OCCN4CCCCC4)cc3)n2)cc1
  0.1, -2, -1.3, 8
- COc1cc(-c2nnc(NC(=O)c3ccccc3SC)o2)cc(OC)c1OC
  -1.1, -1, -0.8, 16
- COc1ccc2c(c1)COC1(CCN(C(=O)Nc3c(C)noc3C)CC1)O2
  -0.1, -3, 0.2, 18
- CCOC(=O)c1nccn1CC(=O)Nc1ccc(C)cc1Cl
  0.1, -20, 0.1, -2
- O=C(Nc1ccc(Br)cc1F)c1cc(S(=O)(=O)N2CCc3ccccc3C2)ccc1F
  -0.2, 5, -0.8, 1
- O=C1CCCN1CCCNc1nc(Nc2ccncc2)nc2c1ncn2-c1ccsc1
  -0.1, 60*, -1.8, -2
- COc1ccc(C2C3=C(CC(C)(C)CC3=O)Nc3ncnn32)c(OC)c1OC (configuration not stated)
  0.0, 4, 1.9, 14
- CCc1c(C)sc(NC(=S)NCc2ccc(S(N)(=O)=O)cc2)c1C(=O)OC
  0.0, -6, 6.3*, 12
- O=C(/C=C1\SC(=O)N(CC(=O)Nc2ccc(F)cc2)C1=O)Nc1ccc(F)cc1
  0.2, -12, -0.5, 11
- Cc1ccc(C(C)C)c(OCC(=O)Nc2oc(-c3ccccc3)c(-c3ccccc3)c2C#N)c1
  0.1, 9, -0.7, -15
- Cc1csc(NC(=O)CCC(=O)N(CC(=O)NC2CCCCC2)c2ccc(F)cc2)n1
  0.4, -1, 1.4, 7
- Nc1ncnc(Sc2nc3ccccc3s2)c1[N+](=O)[O-]
  0.0, 7, 1.3, -4
- O=c1c2ccccc2[nH]c(=S)n1CCc1c[nH]c2ccccc12
  0.1, -20, -0.3, 1
- CCOc1cc(/C=C2/C(=N)N3N=C(CC(C)C)SC3=NC2=O)ccc1OCCOc1ccc(C)cc1
  -0.1, 11, 0.1, 7
- Cc1ccc(-n2nc3ccc(NC(=O)c4ccc(-c5cccc([N+](=O)[O-])c5)o4)cc3n2)cc1
  -0.1, -18, -0.4, -16
- CC1=C/C(=N\NS(=O)(=O)c2ccc(C)c([N+](=O)[O-])c2)CC(C)(C)C1
  0.1, 11, -0.4, -17
- COc1ccc(NC(=O)CNS(=O)(=O)c2cccc3nonc23)cc1Cl
  0.0, 6, 0.0, 6
- O=C(Nc1ccc2c(c1)OCO2)c1cccc(N2CCCC2CO)n1 (configuration not stated)
  -0.2, -13, 0.4, 0
- N#Cc1nc(Cl)c(Cl)c(Cl)c1Cl
  0.1, -2, 0.4, 4
- Cc1ccc2c(c1)cc(CN(C(=O)C1CCC1)C1CCCC1)c1nnnn12
  0.1, 17, -0.8, 8
- COc1ccc(C(=O)OCC(=O)N(Cc2ccccc2)C(C)(C)C)c(OC)c1
  -0.2, 2, -1.0, 3
- COc1cccc(C(=O)Nc2ccc(NC(=O)C(C)C)cn2)c1
  0.2, -40, -3.3, 12

# A section taken from the entries so far, as a working copy:
# Values run as follows: FBW7 act, TEAD-YAP inh, GPR151 activ, MITF inh
- CCOC(=O)c1c(NC(=O)CSc2nnc(CNC(=O)c3ccc([N+](=O)[O-])cc3)n2CCc2ccccc2)sc2c1CCC2
  0.0, -5, 0.2, -11
- CN(C)c1ccc(-c2nccc(Nc3ccc(OCCN4CCCCC4)cc3)n2)cc1
  0.1, -2, -1.3, 8

# (listing goes on)
# Values run as follows: FBW7 act, TEAD-YAP inh, GPR151 activ, MITF inh
- Nc1ccc2cc(S(=O)(=O)O)cc(O)c2c1
  -1.9, -2, -0.5, 77*
- Cc1cc(NS(=O)(=O)c2ccc(NC(=O)C3CCCC3)cc2)no1
  0.8, 4, 1.1, 12
- Cc1ccc(NS(=O)(=O)N2CCCCC2)cc1Cl
  0.1, -5, 0.4, 7
- CC(=O)c1sc(NC(=O)c2cc3ccccc3o2)nc1C
  -0.1, -40, -2.0, 14
- CC1=C(C(N)=O)C(c2ccc(F)cc2)n2nc(-c3ccc(N(C)C)cc3)nc2N1 (configuration not stated)
  -0.2, 4, -1.0, 1
- COc1ccc(C(=O)N/N=C/c2ccc(C(=O)O)cc2)cc1OC
  0.0, 7, 0.0, 4
- COCCNC(=O)c1ccccc1NC(=O)C(C)N(c1ccc(OC)cc1)S(C)(=O)=O (configuration not stated)
  -0.1, -3, 6.7*, -10
- O=C(Nc1ccc(Br)cc1)c1cc(S(=O)(=O)N2CCc3ccccc32)ccc1F
  -0.1, -1, 0.7, 1
- CCN(CC)C(=O)CN1C(=O)c2ccccc2C1=O
  0.3, 6, 0.5, 0
- COC(=O)c1cc(NS(=O)(=O)c2cccc([N+](=O)[O-])c2)cc(C(=O)OC)c1
  0.0, 2, -1.1, 2
- Cc1cc(=S)[nH]c2ccccc12
  -0.1, -4, 0.7, -2
